Source: PubChem BioAssay (National Center for Advancing Translational Sciences (NCATS))
EPAC1 ag – EPAC1 (human) agonism; 0.073% of 360,000 active; EPAC1 agonist qHTS, biochemical assay; response scale: 100% = response to 6.5 mM cAMP; O95398; Potency, µM (highest dose often 154 µM), for the others: at the highest dose activation, actives largely listed as activators; note: potency is the fitted concentration of half-maximal effect; nearly all actives have a fitted effect of over 60% in size
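Read-out is the fluorescence drop as BODIPY-GDP leaves Rap1B (480 nm excitation, 540 nm emission), recorded every 5 minutes over 30 minutes. Reactions held 100 nM EPAC1, 250 nM Rap1B–BODIPY-GDP and 50 uM GDP, with 6.5 mM cAMP setting full activation.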
EPAC1 antagonist – blocks human EPAC1 exchange factor | EPAC1 GEF assay, Rap1b-BODIPY-GDP exchange fluorescence | Potency, µM (doses to about 115 µM), for the others: at the top dose activity change, negative = inhibition, hits mostly inhibitors | 0.14% of 360,000 active | O95398 | AID 720709;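 note: potency is the fitted concentration of half-maximal effect; plate controls were vehicle for no effect and positive control for full effect; nearly all actives have a fitted effect of over 50% in size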
PI5P4Ka inh – blocks human PI5P4K alpha kinase activity. max response, %. 1.2% of 330,000 active. P48426. PI5P4Kalpha enzyme, ADP-Glo luminescence, 60 min; active compounds read low; active = max response of -50% or lower; inconclusive = between -30% and -50%; inactive = -30% or higher; note: value at the top dose of about 77 µM; % is set by controls: 0 for no effect and ±100 for the full control effect
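Single end-point luminescence (ADP-Glo) quantified ADP from PI5P4Kalpha turnover; ATP 5 microM final, 1 h at RT, 0.1% CHAPS and 0.28 mM EGTA in HEPES pH 7.4.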
CCT modulator – cytosolic chaperonin activity modulation; 0.3% of 360,000 active; activity change, % (concentration not given with the values), hits read low; purified chaperonin ATPase assay, HTRF ADP detection, 30 min; in the data active = activity change below about -30%; note: % is set by controls: 0 for no effect and ±100 for the full control effect
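TRiC (40 or 20 nM final, by batch activity) in 30 mM Tris pH 7.4, 100 mM KCl, 5 mM MgCl2, 1 mM DTT was treated with compound at 76 uM single dose, then 10 uM ATP, 30 min at 37 °C. ADP was read by HTRF Transcreener.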
WRN helicase inh – blocks human WRN helicase. Q14191. WRN helicase unwinding, fluorescent forked duplex, kinetic. Potency, µM (highest dose often 114 µM), for inactives: top-dose activity change, negative = inhibition, hits mostly inhibitors. 0.46% of 360,000 active. AID 651768; note: potency is the fitted concentration of half-maximal effect; % is set by controls: 0 for no effect and ±100 for the full control effect; nearly all actives have a fitted effect of over 55% in size
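Screening of the MLSMR collection measured strand separation of a quenched forked DNA duplex (100 nM) by 20 nM WRN with 2 mM ATP, all final. Compounds were preincubated with enzyme 15 min at room temperature.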
PLK1 PBD inh – blocks phosphopeptide binding to human PLK1 polo-box domain; P53350; Plk1 PBD binding of FITC phosphopeptide, fluorescence polarization; Potency, µM, for the others: max response, negative = inhibition, usual class: inhibitors; 2.8% of 360,000 active; note: potency is the fitted concentration of half-maximal effect; series mostly up to about 57 µM; % is set by controls: 0 for no effect and ±100 for the full control effect; nearly all actives have a fitted effect of over 65% in size
EPAC2 antag – EPAC2 (human) antagonism; Q8WZA2; EPAC2 GEF exchange of Rap1B-BODIPY-GDP, fluorescence; Potency, µM (highest dose often 114 µM), inactives show at the top dose activity, negative = inhibition, actives largely listed as inhibitors; 0.18% of 360,000 active; AID 720708; note: potency is the fitted concentration of half-maximal effect; % is set by controls: 0 for no effect and ±100 for the full control effect; nearly all actives have a fitted effect of over 45% in size; many of its hits are not listed in these tables
Target sequence (Q8WZA2 whole entry, looked up): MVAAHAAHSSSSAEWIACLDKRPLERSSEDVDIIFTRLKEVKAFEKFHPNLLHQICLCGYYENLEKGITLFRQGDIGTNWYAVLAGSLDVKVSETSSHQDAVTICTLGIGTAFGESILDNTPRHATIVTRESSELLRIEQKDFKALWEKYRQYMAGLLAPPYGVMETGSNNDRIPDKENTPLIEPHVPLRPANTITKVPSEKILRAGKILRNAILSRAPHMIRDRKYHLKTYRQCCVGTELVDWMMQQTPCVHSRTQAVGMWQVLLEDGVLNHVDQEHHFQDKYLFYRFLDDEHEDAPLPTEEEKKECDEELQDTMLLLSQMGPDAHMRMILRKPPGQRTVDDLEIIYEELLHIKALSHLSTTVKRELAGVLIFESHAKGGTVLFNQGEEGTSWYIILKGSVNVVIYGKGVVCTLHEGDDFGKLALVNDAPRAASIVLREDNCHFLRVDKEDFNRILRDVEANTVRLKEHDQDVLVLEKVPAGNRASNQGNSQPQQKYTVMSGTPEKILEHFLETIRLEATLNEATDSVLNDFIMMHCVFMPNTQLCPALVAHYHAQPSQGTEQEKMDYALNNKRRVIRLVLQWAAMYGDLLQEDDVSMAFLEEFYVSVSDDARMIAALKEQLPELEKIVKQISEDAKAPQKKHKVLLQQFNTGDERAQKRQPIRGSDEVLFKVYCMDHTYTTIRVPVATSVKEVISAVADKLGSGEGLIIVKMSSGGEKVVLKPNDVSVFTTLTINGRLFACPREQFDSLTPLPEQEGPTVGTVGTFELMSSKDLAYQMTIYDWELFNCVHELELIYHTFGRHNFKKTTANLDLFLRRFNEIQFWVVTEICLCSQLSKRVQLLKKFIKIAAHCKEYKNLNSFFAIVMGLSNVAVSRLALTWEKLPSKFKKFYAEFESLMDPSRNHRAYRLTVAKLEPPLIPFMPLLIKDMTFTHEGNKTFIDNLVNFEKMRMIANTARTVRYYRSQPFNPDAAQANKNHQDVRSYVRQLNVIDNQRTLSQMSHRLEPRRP
Mm-Cpn inhibitor – M. maripaludis TRiC chaperonin inhibition; purified Mm-Cpn ATPase, ADP Transcreener TR-FRET; Potency, µM (titrated, usually from 76.9 µM), for inactives: top-dose activity, negative = inhibition, most hits filed as inhibitors; 0.031% of 330,000 active; note: potency is the fitted concentration of half-maximal effect; % is set by controls: 0 for no effect and ±100 for the full control effect; nearly all actives have a fitted effect of over 80% in size
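ATPase read-out: TR-FRET ADP immunoassay (anti-ADP Eu cryptate vs ADP-d2), ex 320 nm, em 590/665 nm; signal drops as ADP forms. Enzyme 25 nM, ATP 10 uM, 30 min at 37°C after 10 min compound preincubation.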
* marks the source's active call; other numbers are inactive results; [ ] = another dose, or the depositor's remark. Unless noted, calls come from the whole dose curve; as a rule, active = well fitted curve in the direction sought with a large enough effect; inconclusive = small, poorly fitted or top-dose-only effect, or another doubt; inactive = no such curve, though single readings can be large; an effect the other way counts as inactive or inconclusive.

How did O=C(Nc1cccc(C(F)(F)F)c1)NC1CCCCC1 do in these assays?
EPAC1 ag: -4.6%; EPAC1 antagonist: -9.1%; PI5P4Ka inh: 0.0; CCT modulator: 1.5; WRN helicase inh: -6.4%; PLK1 PBD inh: 2.7%; EPAC2 antag: -26.4%; Mm-Cpn inhibitor: -0.4%

How did CC(C)[C@H](NC(=O)c1ccc(Cl)c([N+](=O)[O-])c1)C(=O)NCc1ccc(Cl)cc1Cl do in these assays?
EPAC1 ag: -11.7%; EPAC1 antagonist: -13.1%; PI5P4Ka inh: 5.0; CCT modulator: -0.8; WRN helicase inh: 4.3%; PLK1 PBD inh: -7.7%; EPAC2 antag: 0.4%; Mm-Cpn inhibitor: 0.7%

Results for CN1CCN(NC(=O)c2cccc3ccccc23)CC1 ?
EPAC1 ag: 0.4%; EPAC1 antagonist: 2.0%; PI5P4Ka inh: 1.3; CCT modulator: -1.9; WRN helicase inh: 4.4%; PLK1 PBD inh: 0.6%; EPAC2 antag: 8.5%; Mm-Cpn inhibitor: 0.9%

Results for CC(=O)Nc1ccc(S(=O)(=O)N(Cc2cccnc2)Cc2cc3ccccc3[nH]c2=O)cc1 ?
EPAC1 ag: -0.6%; EPAC1 antagonist: inconclusive; PI5P4Ka inh: 1.4; CCT modulator: -5.8; WRN helicase inh: 7.5%; PLK1 PBD inh: -10.5%; EPAC2 antag: 6.8%; Mm-Cpn inhibitor: -0.5%

Results for O=C(CN(Cc1ccco1)C(=O)CCC(=O)Nc1ccccn1)NCCc1ccccc1 ?
EPAC1 ag: -9.1%; EPAC1 antagonist: -1.9%; PI5P4Ka inh: -4.6; CCT modulator: -0.2; WRN helicase inh: -29.6%[57.1 µM]; PLK1 PBD inh: -8.2%; EPAC2 antag: -1.7%; Mm-Cpn inhibitor: -1.0%

What do the screens show for `COC(=O)c1nn(-c2ccc(C)cc2)ccc1=O`?
EPAC1 ag: 10.9%; EPAC1 antagonist: -23.7%; PI5P4Ka inh: 0.1; CCT modulator: 0.0; WRN helicase inh: 0.6%; PLK1 PBD inh: -4.3%; EPAC2 antag: 1.5%; Mm-Cpn inhibitor: 0.0%

What do the screens show for `C=CCc1cc(C)ccc1OCC(O)CN1CCN(c2ccccc2)CC1` (stereo not drawn)?
EPAC1 ag: 11.0%; EPAC1 antagonist: -2.8%; CCT modulator: 0.3; WRN helicase inh: -6.0%; PLK1 PBD inh: -5.0%; EPAC2 antag: -16.1%; Mm-Cpn inhibitor: 2.5%

How did O=C(O)C1CCC(CNS(=O)(=O)c2ccccc2)CC1 (stereo not drawn) do in these assays?
EPAC1 ag: 3.5%; EPAC1 antagonist: -11.0%; PI5P4Ka inh: 4.4; CCT modulator: -2.6; WRN helicase inh: 1.1%; PLK1 PBD inh: -5.4%; EPAC2 antag: 2.6%; Mm-Cpn inhibitor: -0.7%

What do the screens show for `CCN1CCN(CC(=O)Nc2ccccc2)C(=O)C1=O`?
EPAC1 ag: 2.6%; EPAC1 antagonist: -5.0%; PI5P4Ka inh: 8.5; CCT modulator: 0.0; WRN helicase inh: -5.2%; PLK1 PBD inh: -1.3%; EPAC2 antag: 6.8%; Mm-Cpn inhibitor: 0.8%

How did CC1(C(=O)NS(=O)(=O)c2cccc(F)c2)CCN1C(=O)c1ccco1 (stereo not drawn) do in these assays?
EPAC1 ag: -18.4%; EPAC1 antagonist: 4.4%; PI5P4Ka inh: 0.9; CCT modulator: 1.2; WRN helicase inh: 9.5%; PLK1 PBD inh: -2.8%; EPAC2 antag: 19.0%

What do the screens show for `CCn1c(-c2cc(Br)cc(OC)c2O)nc2cc(S(=O)(=O)N(C)C)ccc21`?
EPAC1 ag: -1.7%; EPAC1 antagonist: -1.0%; CCT modulator: -3.6; WRN helicase inh: -26.8%; PLK1 PBD inh: -12.4%; EPAC2 antag: -0.1%; Mm-Cpn inhibitor: -10.8%

Results for CC[C@H](C)[C@H]1CNC(=S)N1CC1CCN(CC)CC1 ?
EPAC1 ag: 0.6%; EPAC1 antagonist: 21.0%; PI5P4Ka inh: 0.9; CCT modulator: 1.2; WRN helicase inh: 4.9%; PLK1 PBD inh: 5.9%; EPAC2 antag: 9.7%

How did CC1=C(SCc2ccccc2)C(=O)c2ccccc2C1=O do in these assays?
EPAC1 ag: -3.3%; EPAC1 antagonist: inconclusive; PI5P4Ka inh: inconclusive; CCT modulator: 1.0; WRN helicase inh: inconclusive; PLK1 PBD inh: 4.74µM*; EPAC2 antag: inconclusive

How did Cc1cccc(C(=O)OC2CCOC2=O)c1C (stereo not drawn) do in these assays?
EPAC1 ag: -3.7%; EPAC1 antagonist: -18.4%; PI5P4Ka inh: -0.1; CCT modulator: 0.8; WRN helicase inh: -0.3%; PLK1 PBD inh: -20.2%; EPAC2 antag: -8.2%; Mm-Cpn inhibitor: 0.6%

How did CCC1CCC(N2CCN(c3ccc(F)cc3)CC2)CC1 (stereo not drawn) do in these assays?
EPAC1 ag: 0.5%; EPAC1 antagonist: 8.0%; PI5P4Ka inh: -2.6; CCT modulator: -2.2; WRN helicase inh: 3.1%; PLK1 PBD inh: 4.4%; EPAC2 antag: -5.9%; Mm-Cpn inhibitor: 1.4%

What do the screens show for `Fc1ccc(NC(=S)Nc2cccnc2)c(F)c1F`?
EPAC1 ag: -3.3%; EPAC1 antagonist: 4.5%; PI5P4Ka inh: 1.4; CCT modulator: 0.7; WRN helicase inh: -2.5%; PLK1 PBD inh: inconclusive; EPAC2 antag: -0.4%; Mm-Cpn inhibitor: 0.8%

How did Cc1cc(C)c(S(=O)(=O)NCC(=O)NCc2cc(=O)n(C)c(=O)n2C)c(C)c1 do in these assays?
EPAC1 ag: 3.6%; EPAC1 antagonist: -9.3%; PI5P4Ka inh: -1.1; CCT modulator: -3.3; WRN helicase inh: 3.2%; PLK1 PBD inh: -12.1%; EPAC2 antag: 9.8%; Mm-Cpn inhibitor: 2.2%

What do the screens show for `COc1ccc(CN2CCC(C(=O)Nc3ccc(Oc4cccnc4)cc3)CC2)c(C)c1C`?
EPAC1 ag: -0.1%; EPAC1 antagonist: -8.6%; PI5P4Ka inh: -3.6; CCT modulator: -0.2; WRN helicase inh: 5.4%; PLK1 PBD inh: -13.6%; EPAC2 antag: -0.1%; Mm-Cpn inhibitor: 1.6%

What do the screens show for `Cc1ccc(S(=O)(=O)Nc2ccc(-c3nc4ccc(C)cc4s3)cc2)cc1`?
EPAC1 ag: 9.8%; EPAC1 antagonist: -7.1%; PI5P4Ka inh: 1.1; CCT modulator: 0.6; WRN helicase inh: 0.7%; PLK1 PBD inh: -5.3%; EPAC2 antag: 6.2%; Mm-Cpn inhibitor: inconclusive

What do the screens show for `O=C(O)CC(NCc1ccco1)C(=O)OCC1CCCO1` (stereo not drawn)?
EPAC1 ag: -1.5%; EPAC1 antagonist: 5.2%; PI5P4Ka inh: -1.7; CCT modulator: -0.8; WRN helicase inh: 1.5%; PLK1 PBD inh: -3.5%; EPAC2 antag: 7.7%; Mm-Cpn inhibitor: -0.7%

What do the screens show for `CCOc1ccc(C(=O)Nc2cccc3ncccc23)cc1Br`?
EPAC1 ag: -17.8%; EPAC1 antagonist: -4.9%; PI5P4Ka inh: 1.0; CCT modulator: -1.1; WRN helicase inh: 10.3%; PLK1 PBD inh: -1.5%; EPAC2 antag: 6.6%; Mm-Cpn inhibitor: -1.6%

What do the screens show for `Cc1ccc(C(=O)NCc2ccc(N3CCN(C)CC3)cc2)cc1C`?
EPAC1 ag: 9.5%; EPAC1 antagonist: 5.9%; PI5P4Ka inh: 13.8; CCT modulator: 0.0; WRN helicase inh: -4.4%; PLK1 PBD inh: -3.2%; EPAC2 antag: -0.4%; Mm-Cpn inhibitor: 0.1%

Results for O=C(C1=NN(c2ccccc2)C2C(=O)N(c3ccccc3)C(=O)C12)c1ccccc1 (stereo not drawn) ?
EPAC1 ag: 28.6%; EPAC1 antagonist: inconclusive; PI5P4Ka inh: 3.9; CCT modulator: 0.0; WRN helicase inh: -4.9%; PLK1 PBD inh: -22.1%; EPAC2 antag: 39.8%[activator]; Mm-Cpn inhibitor: 3.2%

Results for COc1ccc(NC(=S)N(CCCN2CCCCC2)Cc2cccs2)cc1 ?
EPAC1 ag: 5.0%; EPAC1 antagonist: -23.0%; PI5P4Ka inh: 11.9; CCT modulator: -1.2; WRN helicase inh: 4.9%; PLK1 PBD inh: 7.3%; EPAC2 antag: -1.6%; Mm-Cpn inhibitor: -0.5%

What do the screens show for `COc1cccc(OC)c1C(=O)NC(=S)N1CCCCC1c1cccnc1` (stereo not drawn)?
EPAC1 ag: -5.5%; EPAC1 antagonist: -9.3%; PI5P4Ka inh: -3.9; CCT modulator: -0.9; WRN helicase inh: 0.6%; PLK1 PBD inh: -15.9%; EPAC2 antag: 5.9%; Mm-Cpn inhibitor: -0.9%

How did CCC(c1ccc(O)c(O)c1)C(CC)c1ccc(O)c(O)c1 (stereo not drawn) do in these assays?
EPAC1 ag: -14.2%; EPAC1 antagonist: -10.6%; PI5P4Ka inh: -25.8; CCT modulator: -1.7; WRN helicase inh: inconclusive; PLK1 PBD inh: inconclusive; EPAC2 antag: -11.6%

What do the screens show for `CCOC(=O)CNC(=O)c1cc(-c2ccccn2)nc2c(C)c(Cl)ccc12`?
EPAC1 ag: 7.6%; EPAC1 antagonist: -6.8%; PI5P4Ka inh: 1.8; CCT modulator: 2.0; WRN helicase inh: -0.3%; PLK1 PBD inh: -7.2%; EPAC2 antag: 4.9%; Mm-Cpn inhibitor: -9.4%

Results for COC(=O)Cc1ccc2sc(-c3ccccc3)nc2c1 ?
EPAC1 ag: 10.6%; EPAC1 antagonist: -11.7%; PI5P4Ka inh: -8.5; CCT modulator: -2.5; WRN helicase inh: -25.0%; PLK1 PBD inh: -0.7%; EPAC2 antag: -4.9%; Mm-Cpn inhibitor: -1.5%

What do the screens show for `COc1ccc(-c2nn(-c3ccccc3)cc2CNC(=O)c2cccc([N+](=O)[O-])c2)cc1`?
EPAC1 ag: 21.8%; EPAC1 antagonist: -12.6%; PI5P4Ka inh: 1.0; CCT modulator: 1.7; WRN helicase inh: -26.5%[57.1 µM]; PLK1 PBD inh: -5.9%; EPAC2 antag: 2.5%; Mm-Cpn inhibitor: 0.6%

Only part of the results is shown; rates above refer to the full screens.
